# APE1 inh: inhibitors of human APE1 endonuclease | 350,000 tested, 0.35% active | recombinant APE1, TAMRA/BHQ-2 abasic DNA cleavage fluorescence | Potency, µM (series often up to 65.8 µM), without a hit: at the top dose activity change, negative = inhibition, actives largely listed as inhibitors | AID 2517 | P27695;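 also: potency is read from the fitted curve at half-maximal effect; plate controls were vehicle for no effect and reference inhibitor for full effect; nearly all actives have a fitted effect of over 55% in size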
# Target sequence (P27695 whole entry, looked up): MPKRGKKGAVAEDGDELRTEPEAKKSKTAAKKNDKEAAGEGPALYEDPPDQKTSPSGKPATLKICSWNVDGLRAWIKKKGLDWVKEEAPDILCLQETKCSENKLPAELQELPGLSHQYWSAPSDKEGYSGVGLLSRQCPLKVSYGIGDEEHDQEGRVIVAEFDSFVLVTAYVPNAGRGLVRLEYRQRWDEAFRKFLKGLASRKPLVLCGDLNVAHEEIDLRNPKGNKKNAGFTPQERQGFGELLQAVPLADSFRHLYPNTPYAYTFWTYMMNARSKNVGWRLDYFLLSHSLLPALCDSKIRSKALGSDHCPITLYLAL
#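 Incision of a quenched TAMRA/BHQ-2 THF abasic-site duplex (50 nM) by 0.75 nM APE1, after 15 min compound preincubation, measured as fluorescence increase over three 60 s reads. Values normalized to buffer, DMSO and NSC13755 control wells.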
# GRP78 ERSR act: induces the endoplasmic reticulum stress response in human glioma cells. U87-MG GRP78 promoter luciferase reporter, 16 h. Potency, µM, for the others: at the highest dose activation, usual class: activators. 420,000 tested, 0.02% active; also: potency is read from the fitted curve at half-maximal effect; series mostly up to about 76 µM; % of control where 0% means no effect; nearly all actives have a fitted effect of over 35% in size
#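 ERSR induction read as luciferase luminescence (Bright-Glo, 10 min at room temperature) in stably transfected human U87-MG glioma cells exposed to compounds for 16 h, using GRP78 as sensor.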
# LDHA block: LDHA (human) enzyme inhibition; P00338; purified LDHA, NADH/diaphorase-resazurin fluorescence; stronger effect = lower value; activity change, % (values are at about 110 or 230 µM); 480,000 tested, 0.15% active; in the data active = activity change below about -30%; inconclusive = mostly about -25% to -30%;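 also: plate controls were DMSO wells for no effect and wells without enzyme for full effect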
#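 Remaining NADH was detected by diaphorase (0.133 mg/mL) converting 37 µM resazurin to fluorescent resorufin, read at 0 and 20 minutes. The preceding 5-minute room-temperature reaction used 2 nM LDHA, 0.2 mM sodium pyruvate and 0.06 mM NADH at pH 7.4.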
# POLK inh: DNA polymerase kappa (human) inhibition | Q9UBT6 | purified Pol kappa, fluorescent DNA synthesis assay, 10 min | Potency, µM (doses to about 107 µM), for inactives: at the top dose activity, negative = inhibition, actives largely listed as inhibitors | 400,000 tested, 0.53% active | AID 588579; also: potency is read from the fitted curve at half-maximal effect; % is scaled to controls: 0 for no effect and ±100 for the full control effect
#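 Kinetic fluorescence screen: compound preincubated 15 min RT with 10 nM enzyme; 50 nM substrate (final) initiates; reads at 0/10 min.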
# POLI inh: DNA polymerase iota (human) inhibition; Pol iota fluorescent replication assay, 10 min; 390,000 tested, 1% active; Potency, µM (doses to about 115 µM), for inactives: at the highest dose activity, negative = inhibition, most hits filed as inhibitors; Q9UNA4; also: potency is read from the fitted curve at half-maximal effect
# Target sequence (Q9UNA4 whole entry, looked up): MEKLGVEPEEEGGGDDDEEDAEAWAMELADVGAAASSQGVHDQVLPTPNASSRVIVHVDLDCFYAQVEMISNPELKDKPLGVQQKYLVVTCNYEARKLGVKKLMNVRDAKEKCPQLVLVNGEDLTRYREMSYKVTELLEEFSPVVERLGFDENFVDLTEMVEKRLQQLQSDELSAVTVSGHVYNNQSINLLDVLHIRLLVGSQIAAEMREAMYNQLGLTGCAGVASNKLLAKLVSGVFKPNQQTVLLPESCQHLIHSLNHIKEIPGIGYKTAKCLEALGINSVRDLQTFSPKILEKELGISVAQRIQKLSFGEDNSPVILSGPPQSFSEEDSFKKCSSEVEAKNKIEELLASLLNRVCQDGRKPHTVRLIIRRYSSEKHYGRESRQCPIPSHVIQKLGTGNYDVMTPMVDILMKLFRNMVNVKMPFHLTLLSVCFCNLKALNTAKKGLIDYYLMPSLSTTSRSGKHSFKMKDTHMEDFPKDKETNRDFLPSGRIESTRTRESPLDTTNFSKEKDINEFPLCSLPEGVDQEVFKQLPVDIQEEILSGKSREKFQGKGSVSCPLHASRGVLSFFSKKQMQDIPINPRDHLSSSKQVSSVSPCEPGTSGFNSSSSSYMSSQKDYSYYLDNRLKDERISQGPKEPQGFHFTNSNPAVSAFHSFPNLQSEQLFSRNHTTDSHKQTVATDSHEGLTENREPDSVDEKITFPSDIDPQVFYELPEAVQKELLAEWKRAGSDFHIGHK
#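 Pol iota at 10 nM preincubated 15 min with compounds at room temperature; reaction started with fluorescent substrate, 50 nM final. Fluorescence read kinetically at 0 and 10 min; buffer-only wells as negative control.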
# * hit, by the source's call; ? = inconclusive; . = not tested or not shown; & = joins results of further samples; [ ] = dose if it differs, or a comment. Unless noted, calls follow the shape of the dose curve; as a rule, active = well fitted curve in the direction sought with a large enough effect; inconclusive = small, poorly fitted or top-dose-only effect, or another doubt; inactive = no such curve, though single readings can be large; an effect the other way counts as inactive or inconclusive.
molecule | APE1 inh | GRP78 ERSR act | LDHA block | POLK inh | POLI inh
CN1C2C=CC(=O)C1C1C(=O)N(c3ccccc3)C(=O)C12 (configuration not stated) | . | -10% | -2 | . | .
CC(=O)Nc1cc(-c2cccc(F)c2)cn2c(-c3ccccc3)cnc12 | . | -1% | -8 | . | .
Cc1ccc(S(=O)(=O)NC(=O)C2(C)CCN2C(=O)c2ccccc2)cc1 (configuration not stated) | . | -4% | -15 | . | .
Cc1ccccc1-c1cnc(C(O)c2ccccc2)[nH]1 (configuration not stated) | . | 4% | -5 | . | .
CC(C)(C)c1ccc(C(=O)N2CCC2(C)C(=O)NS(=O)(=O)c2ccccc2Cl)cc1 (configuration not stated) | . | -1% | -5 | . | .
CCc1nc2ccc(C(=O)NCCN3CCNC3=O)cn2c1N(C)Cc1ccc(OC)cc1 | . | -1% | -9 | . | .
NC(c1csc(Nc2ccc(C(=O)c3ccccc3)cc2)n1)C1CCCCC1 (configuration not stated) | . | -12% | -4 | . | .
COC(=O)c1ccc(Cn2c(C)c(C(=O)NCc3cccs3)sc2=O)o1 | . | -4% | -5 | . | .
CCCS(=O)(=O)NC(=O)C1(C)CCN(C(=O)c2ccc(OC)cc2)C1 (configuration not stated) | . | -3% | -9 | . | .
CC(=O)Nc1ccc(-c2ccnc3c2CC(C(=O)NCc2ccc(N4CCN(C)CC4)cc2)O3)cc1 (configuration not stated) | . | 1% | -2 | . | .

# Four of the compounds above, as labelled records.
> Cc1ccccc1-c1cnc(C(O)c2ccccc2)[nH]1 (configuration not stated)
  APE1 inh: .; GRP78 ERSR act: 4%; LDHA block: -5; POLK inh: .; POLI inh: .
> CC(C)(C)c1ccc(C(=O)N2CCC2(C)C(=O)NS(=O)(=O)c2ccccc2Cl)cc1 (configuration not stated)
  APE1 inh: .; GRP78 ERSR act: -1%; LDHA block: -5; POLK inh: .; POLI inh: .
> CCc1nc2ccc(C(=O)NCCN3CCNC3=O)cn2c1N(C)Cc1ccc(OC)cc1
  APE1 inh: .; GRP78 ERSR act: -1%; LDHA block: -9; POLK inh: .; POLI inh: .
> NC(c1csc(Nc2ccc(C(=O)c3ccccc3)cc2)n1)C1CCCCC1 (configuration not stated)
  APE1 inh: .; GRP78 ERSR act: -12%; LDHA block: -4; POLK inh: .; POLI inh: .

# The listing continues.
molecule | APE1 inh | GRP78 ERSR act | LDHA block | POLK inh | POLI inh
Cc1ccc(C2CC(c3ccccc3)=NN2c2ccc(S(N)(=O)=O)cc2)cc1 (configuration not stated) | . | -10% | -4 | . | .
Cc1ccc(F)cc1C(=O)N1CCCCC1c1cc(C(=O)Nc2ccc(F)c(Cl)c2)no1 (configuration not stated) | . | -2% | -5 | . | .
CN(C)CCNC(=O)c1cccc(-c2cnc3c(NC=O)cc(-c4ccccc4F)cn23)c1 | . | -2% | -1 | . | .
CCC(=O)N1CCC1(C)C(=O)Nc1cccc(Oc2ccccc2)c1 (configuration not stated) | . | 0% | -3 | . | .
CCOC(=O)C1(C)CCN1C(=O)c1ccc(N(C)C)cc1 (configuration not stated) | . | 7% | 2 | . | .
CC(C)C[C@H](NC(=O)CC[C@H]1O[C@@H](n2ccc(=O)[nH]c2=O)[C@H](O)[C@@H]1O)C(=O)O | . | -5% | -1 | . | .
CN(C)c1ccccc1-c1cc(NC=O)c2ncc(-c3cccc(C(F)(F)F)c3)n2c1 | . | ? | 7 | . | .
COC1=CC(=O)c2nc(Cl)ccc2C1=O | . | -10% | 26 | . | .
O=S1(=O)CC(N2CCC(c3ccccc3)CC2)CN1C1CCCCC1 (configuration not stated) | . | 1% | -6 | . | .
CCCc1ccc2ccc3ccccc3c2n1 | . | -2% | -1 | . | .
CC(CC(=O)Nc1ccc2c(c1)c(=O)n(C)n2Cc1cccc(C(F)(F)F)c1)C(F)(F)F (configuration not stated) | . | -4% | 2 | . | .
CC1(C(=O)Nc2ccccc2)CCN1C(=O)Cc1ccc(-c2ccccc2)cc1 (configuration not stated) | . | -4% | -1 | . | .
O=C(NCc1ccccc1)c1cc(C2CCCCN2C(=O)c2ccccc2)on1 (configuration not stated) | . | -3% | -8 | . | .
CCCC(=O)N1CCCC1(C)C(=O)NCc1ccc(SC)cc1 (configuration not stated) | . | -1% | -7 | . | .
Clc1ccc(-c2nc3ccc(Br)cn3c2Cc2ccsc2)cc1 | . | -1% | 0 | . | .
CC(=O)NC(c1ccc(F)c(F)c1)c1nc(-c2cccc(C(C)C)c2)cs1 (configuration not stated) | . | 2% | -3 | . | .
CCCC(=O)N1CCCC(c2cc(C(=O)NCc3cccnc3)no2)C1 (configuration not stated) | . | -4% | -16 | . | .
COC(=O)c1ccc2nc(-c3ccc(C#N)cc3)c(Cc3cccc(F)c3)n2c1 | . | 3% | 0 | . | .
CCOC(=O)C1(C)CCCN1C(=O)c1snnc1C (configuration not stated) | . | -3% | 3 | . | .
Cn1c(NCC2CCCCC2)nc2cc(-c3ccsc3)sc2c1=O | . | -2% | -10 | . | .

# A portion taken from the entries so far, for reference:
molecule | APE1 inh | GRP78 ERSR act | LDHA block | POLK inh | POLI inh
COC(=O)c1ccc2nc(-c3ccc(C#N)cc3)c(Cc3cccc(F)c3)n2c1 | . | 3% | 0 | . | .
CCOC(=O)C1(C)CCCN1C(=O)c1snnc1C (configuration not stated) | . | -3% | 3 | . | .
Cn1c(NCC2CCCCC2)nc2cc(-c3ccsc3)sc2c1=O | . | -2% | -10 | . | .

# (continued)
molecule | APE1 inh | GRP78 ERSR act | LDHA block | POLK inh | POLI inh
CCc1nc2ccc(C(=O)N(C)Cc3ccco3)cn2c1N(CC)Cc1cccc(Br)c1 | . | 16% | 1 | . | .
NC(=O)c1ccc(Nc2nc(C(N)c3ccccc3Cl)cs2)cc1 (configuration not stated) | . | -4% | -4 | . | .
CCCC(=O)N1CCCC1(C)C(=O)Nc1ccc(C)c(C)c1 (configuration not stated) | . | -2% | 3 | . | .
CCOC(=O)[C@@H](NC(=O)/C=C/[C@H]1O[C@@H](n2ccc(=O)[nH]c2=O)[C@H](O)[C@@H]1O)C(C)C | . | -3% | -6 | . | .
C=Cc1ccc(CC2(C)C(=O)Nc3ccc(Cl)cc32)cc1 (configuration not stated) | . | -2% | 8 | . | .
COc1ccc(Cl)cc1CNC[C@H]1O[C@@H](n2cnc3c(=O)[nH]c(N)nc32)[C@H](O)[C@@H]1O | . | -3% | 1 | . | .
CCc1nc2c(OCC3COc4ccccc4O3)cccn2c1N(C)C(=O)c1cccc(OC)c1 (configuration not stated) | . | -1% | -2 | . | .
C=Cc1ccc(CC2(C)C(=O)Nc3ccc(-c4cccnc4)cc32)cc1 (configuration not stated) | . | -4% | 1 | . | .
COCCNc1nc2cc(-c3ccc(F)cc3)sc2c(=O)n1C | . | 1% | -12 | . | .
CCCS(=O)(=O)NC(=O)C1(C)CCN(C(=O)c2ccc(F)c(C)c2)C1 (configuration not stated) | . | 5% | -12 | . | .
Cc1cc(C(=O)N2CCC(C)(C(=O)NS(=O)(=O)C3CC3)C2)n(C(C)(C)C)n1 (configuration not stated) | . | 2% | 2 | . | .
Cc1ccc2nc(-c3ccc(F)cc3)c(Cc3ccccc3C(F)(F)F)n2c1 | . | -1% | 0 | . | .
CC1(C(=O)NCc2cccs2)CCN1C(=O)Cc1ccc(Cl)cc1Cl (configuration not stated) | . | -5% | -7 | . | .
OCCCNc1ncnc2c1ncn2[C@H]1CN(Cc2cccs2)C[C@@H](CO)O1 | . | -4% | -1 | . | .
CCCCN(C=O)c1c(CC)nc2ccc(C(=O)NCCc3c[nH]c4ccccc34)cn12 | . | -2% | -2 | . | .
Cc1cc(Br)cn2c(Cc3cccc(F)c3)c(-c3cccc(Br)c3)nc12 | . | 0% | -4 | . | .
CCOC(=O)Cc1ccc(Nc2nc(NC)nc3ccsc23)cc1 | . | -3% | -17 | . | .
COc1ccc(NC(=O)c2cc(-c3cc(C)cc(F)c3)n[nH]2)cc1OC | . | 9% | -2 | . | .
Nc1cccc2c(N)cccc12 | -4% | 0% | 25 | . | .
CC(=O)NC(c1cccs1)c1cc(Br)c2cccnc2c1O (configuration not stated) | -9% | -5% | -2&7&4 | . | .
O=C(COc1ccccc1C(=O)Nc1ccccc1)Nc1ccc2ccccc2c1 | . | . | 6 | -5% | ?
Cc1cc(C)n2c(Nc3ccccc3)c(-c3ccc(C)o3)nc2n1 | . | . | 0 | -2% | 17%
COc1cc2nc(Cl)nc(NC3CCN(C)CC3)c2cc1OC | . | . | 10 | 9% | 7%
Cc1ccc(S(=O)(=O)N2CCN(c3nc(C(N)=O)nc4ccccc34)CC2)cc1 | . | . | -1 | 3% | 17%
COc1ccc(CNCc2ccccc2)cc1COc1ccc(NC(C)=O)cc1 | . | . | -1 | -6% | -12%
Cc1nc(C#N)nc(Oc2ccccc2)c1Cl | . | . | -1 | 6% | 11%
CCCN1CNc2c(c(=O)[nH]c(=S)n2CCc2cccc(OC)c2OC)C1 | . | . | 0 | 1% | -2%
CC(=O)N(c1ccc(Cl)cc1)C1SC(=O)N(c2ccc(C)cc2)C1=O (configuration not stated) | . | . | 1 | -7% | 8%
COc1ccc(CN(Cc2ccccc2)C(=O)c2ccco2)cc1COc1ccc(NC(C)=O)cc1 | . | . | 3 | 3% | -19%
COc1ccc(CN(Cc2ccccc2)C(=O)c2ccc(NC(C)=O)cc2)cc1COc1ccc(NC(C)=O)cc1 | . | . | -4 | -22% | 26%
COc1cc2nc(N3CCOCC3)nc(NC(C)C)c2cc1OC | . | . | 5 | -5% | -6%
O=S(=O)(c1ccc2c(Cl)cccc2c1)N1CCN(c2nc(-c3cccs3)nc3ccccc23)CC1 | . | . | -5 | 5% | -5%
CCCN1CNc2c(c(=O)[nH]c(=O)n2CCc2ccc(OC)c(OC)c2)C1 | . | . | -6 | -7% | -6%
O=S(=O)(c1nccs1)N1CCN(c2nc(-c3cccs3)nc3ccccc23)CC1 | . | . | 1 | 8% | 18%
CCCN1CNc2c(c(=O)[nH]c(=S)n2CCc2c(Cl)cccc2Cl)C1 | . | . | 2 | 8% | 16%
O=C(c1ccc2c(=O)n(CC3CCCO3)c(=S)[nH]c2c1)N1CCN(C(=O)c2ccco2)CC1 (configuration not stated) | . | . | -1 | 4% | -8%
O=C(c1ccco1)N1CCN(/C=C2\Nc3ccccc3C(=O)N2c2ccc(F)cc2)CC1 | . | . | 0 | 5% | 22%
O=C(NNc1ccccc1C(F)(F)F)c1sccc1Cl | . | . | 1 | 5% | 16%
Cc1ccc(S(=O)(=O)N2CCN(c3nc(-c4cncn4C)nc4ccccc34)CC2)cc1 | . | . | -2 | -23% | -15%
COC(=O)c1ccc(NC(=O)c2ccccc2OCC(=O)Nc2ccc(Br)cc2)cc1 | . | . | -2 | 7% | -3%
CCCN1CNc2c(c(=O)[nH]c(=S)n2CCc2cc(C)ccc2C)C1 | . | . | -18 | 0% | 38%[activator]
CN1CCN(C(=O)c2ccc3c(=O)n(Cc4ccc5c(c4)OCO5)c(=S)[nH]c3c2)CC1 | . | . | 3 | 8% | 9%
Cc1ccccc1S(=O)(=O)N1CCN(c2nc(-c3cccs3)nc3ccccc23)CC1 | . | . | -18 | -19% | -11%
OCCNc1nc(-c2cccs2)nc2ccccc12 | . | . | -5 | -5% | -11%
NCCCN(Cc1ccc(Cl)c(Cl)c1)c1ccc(Br)cn1 | . | . | 3 | -15% | 1%
Cc1ccc(S(=O)(=O)N2CCN(c3nc(-n4ccnn4)nc4ccccc34)CC2)cc1 | . | . | 2 | 7% | 10%
CCCN1CNc2c(c(=O)[nH]c(=S)n2CCc2cc(OC)ccc2OC)C1 | . | . | -1 | 5% | 19%
CC(OC(=O)c1ccccc1OCC(=O)Nc1ccc(Br)cc1)C(=O)NC1CCCC1 (configuration not stated) | . | . | 7 | 5% | -4%
CCCN1CNc2c(c(=O)[nH]c(=S)n2CCc2cccs2)C1 | . | . | -2 | -10% | -9%

# These rows are one share of the data; the hit share may differ from the screen's.
